LmPK inh – LmPK (Leishmania mexicana) enzyme inhibition; purified LmPK, Kinase-Glo ATP luminescence, 1 h; Potency, µM (highest dose often 57.5 µM), for the others: top-dose activity change, negative = inhibition, most hits filed as inhibitors; actives 0.37% (n = 290,000); note: potency is the fitted concentration of half-maximal effect; % is set by controls: 0 for no effect and ±100 for the full control effect
Target sequence (Q27686 whole entry, looked up): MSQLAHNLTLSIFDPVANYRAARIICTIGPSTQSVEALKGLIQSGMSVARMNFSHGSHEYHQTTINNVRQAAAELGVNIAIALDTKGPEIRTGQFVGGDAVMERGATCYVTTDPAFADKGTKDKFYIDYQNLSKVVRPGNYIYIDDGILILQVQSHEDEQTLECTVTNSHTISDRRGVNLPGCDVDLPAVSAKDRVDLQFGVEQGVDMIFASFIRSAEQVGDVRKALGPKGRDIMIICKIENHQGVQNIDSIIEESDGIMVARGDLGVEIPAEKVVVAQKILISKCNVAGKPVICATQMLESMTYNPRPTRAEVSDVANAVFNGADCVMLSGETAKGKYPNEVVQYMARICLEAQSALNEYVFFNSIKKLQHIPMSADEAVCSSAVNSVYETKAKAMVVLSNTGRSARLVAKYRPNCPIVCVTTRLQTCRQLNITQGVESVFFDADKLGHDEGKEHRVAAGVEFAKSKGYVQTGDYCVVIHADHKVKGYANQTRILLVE
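In 50 mM imidazole pH 7.2 with 7 mM MgCl2, LmPK (0.1 nM) turned over PEP (0.5 mM) and ADP (0.1 mM) for 1 h at room temperature. Luciferase read-out of ATP.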
HCV inhibitor – HCV inhibition | Potency, µM (series often up to 41.8 µM), for the others: at the top dose activity change, negative = inhibition, actives largely listed as inhibitors | AID 651820 | Huh7.5.1 HCVcc-Cre infection, luciferase reporter, 44 h | actives 3.4% (n = 340,000); note: potency is the fitted concentration of half-maximal effect; % is set by controls: 0 for no effect and ±100 for the full control effect
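Infectious HCVcc-Cre (~0.5 moi) was added to cells just after compound, with cells seeded 4 h earlier at 1,000 per well. Luciferase activity after 44 h culture reported infection; substrate was incubated 15 min at room temperature before reading.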
Pf growth 96h – inhibits malaria parasite growth, 96 h; P. falciparum luciferase reporter growth, 96 h; actives 6.9% (n = 320,000); Potency, µM (doses to about 28.7 µM), for inactives: at the top dose activity change, negative = inhibition, usual class: inhibitors; AID 504834; note: potency is the fitted concentration of half-maximal effect; % is set by controls: 0 for no effect and ±100 for the full control effect
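Luminescence readout: decreased luciferase signal marks inhibited growth of reporter-expressing P. falciparum in infected red cells (2% hematocrit, 0.05% parasitemia final), exposed to compound two generations (96 h, 37 C, 5% CO2).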
Cycloheximide cs – affects cycloheximide protein synthesis inhibition readout, counter-screen | cell reporter, cycloheximide protein synthesis inhibition counterscreen | max response, % | actives 12% (n = 300,000); in the data active = max response mostly above about 13%, no sharp cut-off; inactive = mostly below about 14%; note: read at 38.3 µM for the half of the compounds with a filed dose; 0% is about no effect
TbPYK inhibitor – blocks Trypanosoma brucei pyruvate kinase. Q57TT1. TbPYK enzyme, Kinase-Glo Plus ATP luminescence, 45 min. Potency, µM (doses to about 76.8 µM), without a hit: at the top dose activity, negative = inhibition, hits mostly inhibitors. actives 0.12% (n = 410,000). AID 624173; note: potency is the fitted concentration of half-maximal effect; % is set by controls: 0 for no effect and ±100 for the full control effect; nearly all actives have a fitted effect of over 50% in size
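Quantitative HTS: titrated library compounds versus trypanosomal pyruvate kinase in TEA buffer (pH 7.2) containing KCl, MgCl2, BSA and Tween-20. Reactions were initiated with ADP, 130 uM final. Kinase-Glo Plus luminescence was read after 45 min at RT.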
Pf growth 48h – inhibits P. falciparum growth in the first generation, 48 h. actives 5.9% (n = 310,000). P. falciparum luciferase growth in erythrocytes, 48 h. Potency, µM (series often up to 28.7 µM), for inactives: at the top dose activity change, negative = inhibition, most hits filed as inhibitors; note: potency is the fitted concentration of half-maximal effect; % is set by controls: 0 for no effect and ±100 for the full control effect
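A one-generation exposure of luciferase-tagged malaria parasites in RPMI 1640/Albumax erythrocyte culture, 37 C and 5% CO2. Inhibition is inferred from decreased luminescence after adding detection reagent.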
Shiga toxin inh – blocks Shiga toxin action in Vero cells; Vero cells, Shiga toxin protein synthesis inhibition reporter; inhibition, % at 38.7 µM; actives 9.2% (n = 290,000); AID 2315; in the data active = inhibition mostly above about 28%, no sharp cut-off; inactive = mostly below about 43%; note: 0% is about no effect
The depositor's hits bear a star; i = inactive; ? = inconclusive; nt = no result given; + = active, no number; & = joins results of further samples; [ ] = remark or other dose. Unless noted, calls come from the whole dose curve; as a rule, active = well fitted curve in the direction sought with a large enough effect; inconclusive = small, poorly fitted or top-dose-only effect, or another doubt; inactive = no such curve, though single readings can be large; an effect the other way counts as inactive or inconclusive.

entry	compound	LmPK inh	HCV inhibitor	Pf growth 96h	Cycloheximide cs	TbPYK inhibitor	Pf growth 48h	Shiga toxin inh
1	CC1(C)Cc2c(c(-c3ccccc3)nc3sc4c(=O)[nH]c(=S)[nH]c4c23)CO1	-1.3%	0.9%	15.1%	-2.6	-2.0%	-7.3%	21.7
2	C=CCC1(CC=C)CCCN1C(=O)CC1C(=O)NCCN1Cc1cccc(OC)c1 (configuration not stated)	8.3%	9.5%	-19.8%	-3.4	0.9%	?	-4.6
3	O=S(=O)(NC1CCCCC1N1CCCCC1)c1ccc(Cl)cc1 (configuration not stated)	0.2%	-15.2%	2.9%	-6.1	-3.1%	16.4%	-21.5
4	Cc1cn(S(=O)(=O)c2ccc(Br)cc2)cn1	8.1%	13.2%	nt	0.6	-1.4%	nt	-4.6
5	CN(CC(=O)NCCC1=CCCCC1)S(=O)(=O)c1ccc2c(c1)CCC(=O)N2	-2.1%	-8.6%&-8.4%	3.29µM*	-3.7	5.1%	?	17.2
6	O=C(CNC(=O)c1ccc(F)cc1)N/N=C/c1ccc(O)c([N+](=O)[O-])c1	-5.6%	20.2%	?	0.5	2.0%	14.8%	10.0
7	Cc1ccc(-c2nc3ccccc3nc2-c2ccccc2)cc1	2.4%	-29.4%	?	11.3	-0.3%	30.1%[activator]	-5.1
8	O=C1CCCN1CCCNC(=S)Nc1ccccc1	-0.3%	14.5%	64.1%[activator]	-2.5	2.3%	-1.3%	6.0
9	CC1(C)CC(=O)c2cnn(-c3nc4ccccc4[nH]3)c2C1	5.0%	-1.9%	nt	4.3	2.2%	?	13.2
10	COc1ccc(CN2CC[C@H]3C=CCc4cccc(c43)C2)cc1	nt	?	?	nt	3.5%	3.7µM*	nt
11	Cc1cccc(NC(=O)CNC(=O)COc2cc(F)ccc2[N+](=O)[O-])c1C	4.4%	-5.5%	4.0%	-6.8	-19.9%	?	-5.6
12	O=C(N/N=C\c1ccc(CNS(=O)(=O)c2ccc(Cl)cc2)o1)C(=O)Nc1ccc(Oc2ccccc2)cc1	4.3%	12.6µM*	-7.5%	-3.6	-7.1%	1.3%	-10.0
13	CCOC(=O)c1cc(C#N)c(N2CCCNCC2)nc1C(F)(F)F	0.6%	15.8µM*	?	-4.0	-0.8%	-29.6%	-3.4
14	O=C(O)CC(CC(=O)Nc1ccc(-c2ccccc2)cc1)c1ccccc1 (configuration not stated)	9.0%	16.3%	35.3%[activator]	-3.4	-0.3%	-17.8%	-3.5
15	O=C(Cc1cccs1)N/N=C/C=C\c1ccco1	-2.3%	?	180.4%[activator]	11.8	-9.7%	41.1%[activator]	-2.8

Next section, overlapping the part above by two compounds.
entry	compound	LmPK inh	HCV inhibitor	Pf growth 96h	Cycloheximide cs	TbPYK inhibitor	Pf growth 48h	Shiga toxin inh
14	O=C(O)CC(CC(=O)Nc1ccc(-c2ccccc2)cc1)c1ccccc1 (configuration not stated)	9.0%	16.3%	35.3%[activator]	-3.4	-0.3%	-17.8%	-3.5
15	O=C(Cc1cccs1)N/N=C/C=C\c1ccco1	-2.3%	?	180.4%[activator]	11.8	-9.7%	41.1%[activator]	-2.8
16	CCCc1cc(=O)[nH]c(SCC(=O)N2CCN(c3ccc(F)cc3)CC2)n1	-2.2%	?	37.9%	-0.7	-13.0%	0.7%	-7.6
17	Cc1cc2n(n1)C(c1ccccc1)Nc1ccccc1-2 (configuration not stated)	-2.0%	25.1µM*	?	8.9	2.3%	22.1%	13.7
18	CCOc1ccccc1NC(=O)C1CCC(=O)N1S(=O)(=O)c1ccc(C)cc1 (configuration not stated)	-5.3%	-3.3%	-22.1%	0.2	2.3%	-16.8%	-4.3
19	Cc1ccc(NC(=O)C2CCN(S(=O)(=O)c3c(C)noc3C)CC2)cc1C	4.4%	?	?	11.6	-7.8%&0.4%	?	8.4
20	CC(C)c1nc(N2CCOCC2)c(C#N)c2c1CCC2	-0.8%	-20.8%	?	0.7	-3.6%	11.0%	-5.6
21	Cc1cccc(NC(=O)CNC(=O)c2sc3ccccc3c2Cl)n1	nt	-8.0%	58.3%[activator]	nt	-1.9%	32.1%[activator]	nt
22	COc1ccc(NC(=O)c2oc3ccc(S(=O)(=O)N4CCC5(CC4)OCCO5)cc3c2C)cc1	5.2%	12.6µM*	74.2%[activator]	8.5	-6.6%	3.7µM*	11.2
23	C=CCN1C(=O)CSc2ccc(C(=O)NCc3cccs3)cc21	-0.5%	-12.3%	?	-2.1	-3.4%	7.0%	8.9
24	O=C(NCCCn1ccnc1)C(=O)NCC1OCCN1S(=O)(=O)c1ccc2c(c1)OCCO2 (configuration not stated)	0.7%	12.7%	51.3%[activator]	-1.8	5.0%	185.3%[activator]	-1.5
25	O=C(O)c1ccc(CSc2nnc(-c3ccccc3Br)o2)cc1	-2.1%	11.4%	10.6%	-1.4	5.1%	4.9%	-7.3
26	COc1cc(OC)cc(C(=O)N[C@H](C(=O)OCC(=O)Nc2ccc(F)c(F)c2F)C(C)C)c1	0.9%	-22.5%	71.0%[activator]	2.2	-16.7%	18.6%	18.0
27	Cc1ccc(NS(=O)(=O)c2ccc3c(c2)CC(=O)N3)cc1C	2.4%	5.4%	?	-1.8	5.8%	9.6%	1.3
28	OCC(O)C(O)C(O)CO (configuration not stated)	nt	nt	-9.6%	nt	-2.7%	-4.9%	nt
29	Nc1ccc2c(c1)C(=O)N(c1cccc3ccccc13)C2=O	6.5%	-6.0%	-27.5%	11.5	2.5%	6.5%	nt
30	O=C(Cn1cncn1)N/N=C/c1cccnc1	-6.6%	18.8%	5.5%	-3.3	-3.6%	14.8%	7.2
31	CC(=O)c1sc(NC(=O)c2cc(=O)c3ccccc3o2)nc1C	0.6%	27.2%	107.3%[activator]	36.2*	-6.8%	i	60.4*
32	COc1ccc(S(=O)(=O)N(CCCN2CCOCC2)Cc2ccc(OC)c(OC)c2)cc1	-0.8%	?	10.3%	-2.8	8.5%	?	23.8
33	O=c1c2ccccc2nnn1Cc1ccccc1	2.3%	6.3%	2.0%	-1.9	-9.6%	41.5%[activator]	30.0
34	Cc1ccccc1NC(=O)CC1SCCNC1=O (configuration not stated)	4.7%	-6.5%	25.6%	0.3	6.2%	-1.3%	14.7
35	CCCNC(=O)C(Cc1ccc(F)cc1)NC(=O)c1ccccc1 (configuration not stated)	nt	-0.6%	?	nt	-9.1%	11.4%	nt
36	COC(=O)C(NNc1ccccc1)(NC(=O)c1ccc(F)cc1)C(F)(F)F (configuration not stated)	1.0%	-15.6%	3.4%	-1.2	-2.2%	6.3%	46.1
37	COc1cc(OC)c(N(C)S(=O)(=O)c2cccc(C(=O)Nc3nnc(C4CC4)s3)c2)cc1Cl	5.0%	-19.5%	?	-5.5	3.2%	13.1µM*	-6.0
38	N#CCNC1CC(=O)N(c2ccccc2)C1=O (configuration not stated)	2.4%	12.3%	13.2%	-1.7	0.9%	7.7%	-3.2
39	CCc1nnc(NC(=O)CS(=O)(=O)Cc2ccccc2)s1	-2.3%	0.5%	49.6%[activator]	-2.2	7.5%	0.0%	-7.0
40	Cc1cccc(C(C)(C)C)c1OCCCCN1CCCC1	4.6%	?	9.28µM*	-5.3	-2.3%	nt	-12.0
41	CC(C)(C)c1ccc(/C=N/NC(=S)NC2CCCCC2)cc1	1.8%	?	?	13.8	6.5%	?	46.9*
42	O=C(C1=C(O)C(=O)N(Cc2ccco2)C1c1ccccc1)c1cccs1 (configuration not stated)	-4.3%	0.9%	?	-1.7	-4.4%	21.8%	-11.1
43	CC(/C=C/c1cccs1)=C\C(=O)O	-0.3%	8.8%	nt	4.7	-8.1%	?	70.1
44	COc1ccc(C(CCN(Cc2ccc(OC)c(OC)c2)C(=O)CCl)c2ccccc2)cc1 (configuration not stated)	8.3%	?	?	-1.9	-2.1%	2.94µM*	-6.1
45	O=C(NCCCN1CCOCC1)c1ccc2c(=O)n(Cc3ccccc3)c(=S)[nH]c2c1	-2.7%	?	?	-1.6	-14.4%	-18.1%	22.3
46	CCCCn1c(CN2CCN(c3cccc(Cl)c3)CC2)nc2c1c(=O)[nH]c(=O)n2C	6.4%	?	35.2%[activator]	-3.0	1.2%	?	-11.5
47	N/C(=N\S(=O)(=O)c1cccs1)c1ccccc1Cl	-6.3%	12.4%	?	-3.8	0.0%	48.3%[activator]	-2.7
48	COc1cc(/C=N/NC(=O)CSc2nc3ccccc3n2C)cc(OC)c1OC	3.1%	-9.1%	?	-6.8	-4.7%	-12.2%	-14.9
49	CC(/C=N/NC(=O)c1nnn(-c2nonc2N)c1C(C)C)=C\c1ccccc1	1.2%	10µM*	11.7%	28.6*	0.0%	44.4%[activator]	91.6
50	Cc1ccc(C)c(NC(=O)CS(=O)(=O)c2cn(C)c3ccccc23)c1	0.1%	14.3%	?	3.5	-3.7%	-12.5%	14.4
51	CC1(C)Cc2ccccc2-c2nnc(-c3cccc(O)c3)n21	-0.9%	14.7%	nt	-0.9	-7.5%	-0.8%	-20.4
52	CC[N+](C)(CC)CCC(c1ccccc1)C1CCCCC1 (configuration not stated)	1.1%	-3.0%	?	-1.0	-1.4%	6.57µM*	-5.5
53	Cc1ccc(NS(=O)(=O)c2ccc(Cl)c(C(=O)Nc3cccc(C(=O)O)c3)c2)cc1	-3.6%	12.5%	?	-1.6	1.4%	-5.5%	-3.6
54	O=C(Nc1ccc(C(=O)O)cc1)/C(=C\C=C\c1ccccc1)NC(=O)c1cccc(Br)c1	5.2%	12.5%	?	-2.3	6.2%	-19.4%	7.8
55	Cn1c(=O)c2c(ncn2CCCc2ccccc2)n(C)c1=O	-0.1%	-26.8%	?	-4.0	-7.9%	8.3%	-8.4
56	CN(C)S(=O)(=O)c1ccc(S(=O)(=O)N(CC(=O)Nc2ccccc2)CC2CCCO2)cc1 (configuration not stated)	0.0%	6.3%	11.7µM*	3.8	4.4%	-11.3%	18.0
57	COc1ccccc1NS(=O)(=O)c1cc(NC(=O)c2cnccn2)ccc1N1CCOCC1	1.6%	-15.1%	?	-1.0	5.3%	11.7µM*	-11.3
58	Cc1ccc(CN2CCN(CCC(C)C)C(CCO)C2)s1 (configuration not stated)	-8.1%	8.9%	?	1.2	2.1%	-4.8%	-17.9
59	CCOc1ccccc1-n1c(COc2ccccc2)nnc1SCC(N)=O	8.2%	2.3%	-4.2%	-2.6	2.6%	1.3%	-37.4
60	c1ccc(COc2ccc(OCCCN3CCCC3)cc2)cc1	-2.9%	10µM*	9.6%	38.0*	19.5%	72.3%[activator]	+

High-throughput results from PubChem BioAssay.
